H37Rv inhibition = M. tuberculosis growth inhibition, HTS (AID 449762). M. tuberculosis H37Rv growth inhibition, 7H9 media; higher % means a stronger effect. inhibition, % at 25 µM, or IC50 in µM where a hit was titrated. 330,000 compounds, 0.59% hits; in the data active = a potency from the dose series; inconclusive = inhibition above about 70% without an active follow-up result;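 also: bacterial growth assessed after seven days of incubation; strong numbers were not always called active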
Salmonella PhoP GFP = Inhibition of PhoP regulon, Salmonella typhi GFP reporter cells, confirmation, 4 h (AID 1850). 310,000 compounds, 0.33% hits. Salmonella Typhi PhoP-promoter GFP reporter, fluorescence, 4 h; higher % means a stronger effect. inhibition, % at 50 µM; hits with a dose series show IC50 in µM; in the data active = a potency from the dose series; inconclusive = inhibition mostly from about 25% at the one dose, without a potency; inactive = the rest, 99 in 100 with inhibition below about 19%;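 also: 0% = induced wells with vehicle and 100% = uninduced wells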
VEEV TC-83 Vero = inhibitors of VEEV TC-83 cytopathic effect, confirmation, Vero cells (AID 588727); 350,000 compounds, 0.13% hits; one-dose inhibition, % at 20 µM; IC50 in µM for titrated hits; Vero cells, VEEV TC-83 cytopathic effect inhibition; higher % means a stronger effect; in the data active = a potency from the dose series; inconclusive = inhibition mostly from about 14% at the one dose, without a potency; inactive = the rest, 99 in 100 with inhibition below about 12%; also: strong numbers were not always called active
M. tuberculosis = growth inhibition of non-replicating M. tuberculosis (AID 488890); 320,000 compounds, 0.39% hits; inhibition, % at 25 µM, or IC50 in µM where a hit was titrated; Mycobacterium tuberculosis non-replicating, growth inhibition; higher % means a stronger effect; in the data active = a potency from the dose series; inconclusive = inhibition mostly from about 82% at the one dose, without a potency; inactive = the rest, 99 in 100 with inhibition below about 76%;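 also: plate controls were DMSO cells for no effect and high antibiotic wells for full effect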
influenza NS1A = H1N1 influenza NS1A inhibitors, functional cell based assay (AID 504329). NS1A functional cell-based assay, percent inhibition; higher % means a stronger effect. inhibition, % at 12.5 µM; hits with a dose series show IC50 in µM. 340,000 compounds, 0.3% hits; in the data active = a potency from the dose series; inconclusive = inhibition above about 27% without an active follow-up result; also: strong numbers were not always called active
VEEV TC-83 Vero 10K pilot screen = second read-out of VEEV TC-83 Vero, no call of its own (marks repeat the call); inhibition, %; measured here: 10K pilot screen inhibition
Active calls of the source: *; i = inactive; u = inconclusive; x = not tested or not shown.

SMILES | H37Rv inhibition | Salmonella PhoP GFP | VEEV TC-83 Vero | M. tuberculosis | influenza NS1A | others
CC1CCN(C(=O)Cc2nn(C)c(=O)c3ccccc23)CC1 | 10% | -5% | 1.7% | 5% | -3%
COc1ccccc1C(=O)Nc1ccc(S(=O)(=O)N2CCC(C)CC2)cc1 | -5% | 6% | 0.4% | 26% | -8%
Cc1cc(C)n2nc(SCC(=O)N3CCC(C)CC3)nc2n1 | -6% | x | 2.9% | 1% | -2%
C=CC[C@H](CC(=O)N(CCO)Cc1ccccc1)C(=O)NC[C@H](OC(=O)[C@@H](CC=C)Cc1ccc(F)cc1)c1ccccc1 | 4% | x | 8.8% | 18% | 1%
CCCCn1c(=O)[nH]c(=O)c2c1nc(-c1cc(Br)ccc1OC)n2C | 1% | 1% | 1.7% | -11% | -5%
CCN(CC)C(=O)c1ccc(Cn2cc([N+](=O)[O-])cn2)o1 | 8% | 1% | i | -26% | 8%
COCc1ccc(CN2CCC(N3CCC(C(=O)N4CCCC4)CC3)CC2)o1 | -6% | -2% | i | -1% | 6%
CCOC(=O)C(=CNc1ccc(NC2=NCC(C)S2)cc1)C(=O)OCC (stereo not given) | 5% | -8% | 13% | 38% | -8%
CCC(C)OC(=O)C[N+](C)(C)CCOC1CC2CCC1(C)C2(C)C (stereo not given) | u | 3% | 0.2% | 70% | x
COC(c1ccccc1)c1nnc(CCC(=O)N(C)Cc2cccc(-n3cccn3)c2)o1 (stereo not given) | -9% | 4% | 1.4% | -9% | -8%
Cc1ccc(NC(=S)N2CCC(O)CC2)c(C)c1 | 3% | -7% | i | -13% | -3%
CCOc1ccc(C(=O)C(C)=O)c(OCC)c1 | -5% | -3% | 1.1% | -12% | x
Cc1ccc(N(C(=O)CNC(=O)c2ccco2)C(C(=O)NCC2CCCO2)c2ccccc2)cc1C (stereo not given) | 10% | 4% | 10% | 16% | 10%
CN(C)C(=O)N1CCC(C(=O)N2CCCC(C(=O)c3ccc(C(C)(C)C)cc3)C2)CC1 (stereo not given) | -2% | -1% | 0.3% | 29% | 4%
COc1ccccc1NCCC#N | -8% | -4% | 2.0% | -2% | 11%
Cc1onc(-c2ccccc2Cl)c1C(=O)NCc1nc(-c2ccccc2)no1 | 1% | -5% | 4.9% | 7% | -1%
COc1cccc(N(C(=O)c2ccco2)C(C(=O)NC2CCCC2)c2ccc(N3CCOCC3)cc2)c1 (stereo not given) | 4% | -1% | i | -11% | 4%
CC1=CC(C)(C)NC(=S)N1c1ccc(C)cc1 | -8% | -3% | 3.0% | 3% | 7%
[N-]=[N+]=NCCN1CCC(O)CCC1=O (stereo not given) | -5% | 5% | 1.1% | 1% | -5% | VEEV TC-83 Vero 10K pilot screen=1.0
COc1ccc(CSc2nc(O)cc(=O)n2CC(C)C)cc1F | 7% | 9% | 1.4% | 14% | 9%

The final 5 records of the part before lead into the next.
SMILES | H37Rv inhibition | Salmonella PhoP GFP | VEEV TC-83 Vero | M. tuberculosis | influenza NS1A | others
Cc1onc(-c2ccccc2Cl)c1C(=O)NCc1nc(-c2ccccc2)no1 | 1% | -5% | 4.9% | 7% | -1%
COc1cccc(N(C(=O)c2ccco2)C(C(=O)NC2CCCC2)c2ccc(N3CCOCC3)cc2)c1 (stereo not given) | 4% | -1% | i | -11% | 4%
CC1=CC(C)(C)NC(=S)N1c1ccc(C)cc1 | -8% | -3% | 3.0% | 3% | 7%
[N-]=[N+]=NCCN1CCC(O)CCC1=O (stereo not given) | -5% | 5% | 1.1% | 1% | -5% | VEEV TC-83 Vero 10K pilot screen=1.0
COc1ccc(CSc2nc(O)cc(=O)n2CC(C)C)cc1F | 7% | 9% | 1.4% | 14% | 9%
CCOC(=O)C1(CC2CC2)CCN(Cc2cn(C)c3ccccc23)CC1 | 5% | -1% | i | 19% | -8% | VEEV TC-83 Vero 10K pilot screen=1.1
COc1ccc(OC)c(CCNC(=O)CC2(CC3=NS(=O)(=O)c4ccccc4N3)CCCC2)c1 | -5% | 15% | 6.3% | 13% | 7%
CCOc1ccccc1N1CCN(Cc2ccco2)CC1 | -11% | 11% | 0.4% | 1% | -13%
c1ccc2sc(N3CCCN(Cc4nc(-c5cnccn5)no4)CC3)nc2c1 | -5% | 9% | 2.1% | 16% | 2%
CC(=O)Nc1ccc(OCCC[n+]2cccc(C(=O)[O-])c2)cc1 | -6% | 6% | i | -1% | -12%
CN(C)S(=O)(=O)c1ccc2c(c1)C(=O)c1cc(S(=O)(=O)N(C)C)ccc1CC2 | -10% | x | 1.1% | -11% | -1%
Cc1ccc2cc(CN(Cc3ccco3)S(=O)(=O)c3c(C)ccc4nsnc34)c(=O)[nH]c2c1 | 0% | 3% | i | 36% | 29%
CSc1nc2nc3c(c(=O)n2[nH]1)CN(Cc1ccccc1)CC3 | -1% | -3% | 2.5% | -17% | 8% | VEEV TC-83 Vero 10K pilot screen=5.6
Cc1ccc(NS(=O)(=O)c2cccs2)cc1S(=O)(=O)N1CCCCCC1 | -3% | 11% | 1.3% | 4% | 3%
O=c1c2c3c(sc2nc2n1CCC2)CCCC3 | 0% | -2% | 0.5% | -4% | -9%
Cc1cc(=O)oc2c3c(cc(OCC(=O)Nc4ccc(CCO)cc4)c12)OC(C)(C)CC3 | 4% | 1% | 0.5% | 23% | -2%
CC(NC(=O)c1ccccc1F)C(=O)O (stereo not given) | 3% | -6% | 1.4% | -16% | -4%
O=C1CCC2(C(=O)O)Sc3ccccc3N12 (stereo not given) | 5% | -6% | 0.6% | -1% | -3%
CC(CC(=O)NC(C)c1ccc2c(c1)OCCO2)c1ccccc1 (stereo not given) | 0% | 4% | i | -11% | 1%
Cn1c(=O)c(-[n+]2ccccc2)c([O-])c2ccccc21 | -2% | -7% | 0.4% | -15% | 7%
Cc1onc(C(=O)Nc2ccc3c(c2)OCO3)c1[N+](=O)[O-] | 5% | 0% | 4.0% | 28% | 3%
O=C1CCCCN1CCC(=O)N1CCCC(Nc2ccccc2)C1 (stereo not given) | -4% | -12% | 0.9% | -17% | 0%
Cc1ccc(S(=O)(=O)N(CC(O)CN2C(=O)NC(C)(C)C2=O)c2ccccc2)cc1 (stereo not given) | -1% | -5% | 0.6% | 24% | -1% | VEEV TC-83 Vero 10K pilot screen=0.0
COc1cccc(NC(=O)Nc2nccc(C)n2)c1 | 4% | 7% | 0.9% | 20% | -16%
CCn1c(O)c(C=NCCN2CCOCC2)sc1=S | 2% | 8% | 1.1% | -2% | -9%

Molecules shown so far that have an aryl methoxy group:
SMILES | H37Rv inhibition | Salmonella PhoP GFP | VEEV TC-83 Vero | M. tuberculosis | influenza NS1A | others
COc1ccccc1C(=O)Nc1ccc(S(=O)(=O)N2CCC(C)CC2)cc1 | -5% | 6% | 0.4% | 26% | -8%
CCCCn1c(=O)[nH]c(=O)c2c1nc(-c1cc(Br)ccc1OC)n2C | 1% | 1% | 1.7% | -11% | -5%
COc1ccccc1NCCC#N | -8% | -4% | 2.0% | -2% | 11%
COc1cccc(N(C(=O)c2ccco2)C(C(=O)NC2CCCC2)c2ccc(N3CCOCC3)cc2)c1 (stereo not given) | 4% | -1% | i | -11% | 4%
COc1ccc(CSc2nc(O)cc(=O)n2CC(C)C)cc1F | 7% | 9% | 1.4% | 14% | 9%
COc1ccc(OC)c(CCNC(=O)CC2(CC3=NS(=O)(=O)c4ccccc4N3)CCCC2)c1 | -5% | 15% | 6.3% | 13% | 7%
COc1cccc(NC(=O)Nc2nccc(C)n2)c1 | 4% | 7% | 0.9% | 20% | -16%

Going on with the list.
SMILES | H37Rv inhibition | Salmonella PhoP GFP | VEEV TC-83 Vero | M. tuberculosis | influenza NS1A | others
COc1ccc(NC(=O)Cn2c(=O)cnc3ccccc32)cc1S(=O)(=O)N1CCCCC1 | 2% | 0% | 1.6% | 6% | -5%
COc1ccccc1N1CCN(C(=O)c2cccc(N3C(=O)C4C5C=CC(C5)C4C3=O)c2)CC1 (stereo not given) | 4% | 4% | u | 11% | -7%
Cc1ccc(C)c(NC(=O)CN(C)C(=O)CSCc2c(C)noc2C)c1 | -8% | 6% | 3.4% | -20% | -4%
COc1ccc(/C=N/NS(C)(=O)=O)c(OC)c1 | 1% | -2% | 0.2% | 10% | 1%
O=C(N/N=C/c1cccnc1)c1ccc([N+](=O)[O-])cc1 | 1% | 15% | 0.8% | 10% | -30%
O=C(CCC(=O)c1ccccc1)Nc1ccc(C(=O)O)cc1 | -4% | 4% | 0.6% | -16% | 2%
O=C(Nc1ccc(OC(F)F)c(Cl)c1)[C@@H]1CCCN1C(=O)c1cccs1 | -4% | -2% | 0.6% | 36% | -2%
CCOC(=O)c1[nH]c(=O)[nH]c1CNc1ccccc1C#N | -1% | 0% | 0.8% | 6% | -5%
Fc1cccc(CSc2ccc(-c3ccco3)nn2)c1 | -2% | -8% | i | 69% | -8% | VEEV TC-83 Vero 10K pilot screen=1.6
CC1CCCC(C)N1CCCNC(=O)c1ccc2nc(N3CCCCC3)sc2c1 (stereo not given) | -8% | -18% | i | 19% | 4%
OCCNc1nc(N2CCN(c3ccccc3)CC2)nc2ccccc12 | 7% | -5% | i | 36% | 19%
Cc1ccc(S(=O)(=O)N2CCN(CC(=O)Nc3ccccc3C(=O)NC3CC3)CC2)cc1 | x | x | 9.1% | x | -5%
O=C(c1ccco1)N1N=C(c2ccccc2)CC1c1ccc2nccnc2c1 (stereo not given) | 7% | 2% | 8.0% | 10% | 0%
COc1ccc(N)c(C)c1 | x | x | 3.2% | x | 11%
Cn1cc(S(=O)(=O)c2ccccc2)c(=O)c2cc(Cl)ccc21 | 1% | -4% | 1.7% | 7% | 2%
CCc1c(C)nc2nc(NC(C)=O)[nH]n2c1=O | 2% | -3% | 4.6% | -5% | 4%
COc1ccc(S(=O)(=O)NC(C)C(=O)NCCN2CCOCC2)cc1Cl (stereo not given) | 3% | 12% | 0.4% | -13% | -6%
COc1ccccc1C(=O)NC(=O)COC(=O)c1ccco1 | -5% | 1% | 0.4% | -10% | -11%
O=C(COC(=O)c1c[nH]c2ccccc12)NC1CCCC1 | 8% | x | 1.8% | -2% | -17%
CC(=O)c1ccc(Nc2c([N+](=O)[O-])ccc3nonc23)cc1 | -8% | -3% | 0.2% | -9% | 7%
CCOc1ccccc1NS(=O)(=O)c1c(C)noc1C | 5% | -6% | i | 13% | 3%
O=C(Cc1c(O)c2ccccc2[nH]c1=O)OC1CCCCC1 | -13% | 0% | 0.2% | -2% | -4%
Cc1cccn2c(CNCC3OCCc4ccccc43)c(C(=O)N3CCCCC3)nc12 (stereo not given) | 5% | 2% | 1.5% | -20% | 1%
COc1ccc(NC(=O)CSCc2cc(=O)n3c(C)csc3n2)cc1 | 1% | 5% | 0.2% | -6% | -1%
O=c1cc[nH]c2cccc(Cc3ccccc3)c12 | 7% | 21% | i | 7% | -5%
COc1ccc2nc(SC)cc(C)c2c1 | 0% | -15% | 0.3% | 79% | -18%
Cc1nc2nc(-c3cccs3)cn2nc1C | 2% | -12% | 3.3% | -3% | 2%
Cc1cc(C)c(S(=O)(=O)c2ccccc2)c(N(C)C)n1 | 2% | 10% | 1.1% | 15% | 11%
Cc1ccc(C(=O)Nc2c(C(=O)NCc3ccco3)cnn2-c2ccccc2)cc1 | -2% | -4% | i | 30% | 1%
CCc1cc(OCCCCNCc2ccccc2)ccc1Cl | 26µM* | -3% | i | i | -2%

Arranged by molecular weight (rising): part of the list above
SMILES | H37Rv inhibition | Salmonella PhoP GFP | VEEV TC-83 Vero | M. tuberculosis | influenza NS1A | others
Cc1nc2nc(-c3cccs3)cn2nc1C | 2% | -12% | 3.3% | -3% | 2%
Cc1cc(C)c(S(=O)(=O)c2ccccc2)c(N(C)C)n1 | 2% | 10% | 1.1% | 15% | 11%
Cc1ccc(C(=O)Nc2c(C(=O)NCc3ccco3)cnn2-c2ccccc2)cc1 | -2% | -4% | i | 30% | 1%

New compounds follow
SMILES | H37Rv inhibition | Salmonella PhoP GFP | VEEV TC-83 Vero | M. tuberculosis | influenza NS1A | others
CCCCC(=O)OCC(=O)c1[nH]c(C)c(C(=O)OCC)c1C | -3% | -5% | i | 1% | -3%
Cc1ccccc1S(=O)(=O)Cc1ccc(C(=O)N2CCN(c3ccccc3F)CC2)o1 | -3% | -3% | 11% | 11% | -6%
Cc1ccc(OCCC(=O)OCC(=O)NCCc2ccccc2)cc1 | 1% | 3% | 0.6% | 36% | 4%
COc1cc(C=O)ccc1OCCSc1ccc(C)cc1 | u | 2% | i | 56% | -8%
Cc1ccc2c(c1)NC(=O)C(CC(=O)NCCCN1CCN(c3cc(Cl)ccc3C)CC1)O2 (stereo not given) | 17% | 8% | 0.2% | 45% | 2%
CN(CC(=O)N1CCN(c2cccc(Cl)c2)CC1)S(=O)(=O)c1cnc[nH]1 | 6% | -7% | 2.7% | 0% | -6%

Bioassay records deposited in PubChem BioAssay by Southern Research Specialized Biocontainment Screening Center.
